NLRP3 yeast inh: NALP3 inflammasome inhibitors in reconstituted yeast, primary screen, luminescence, uHTS; 330,000 tested, 0.39% active; inhibition, % at 10 µM; Yeast reconstituted NLRP3/ASC/caspase-1, beta-gal luminescence, 24 h;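 active = inhibition of 50% or more; inactive = inhibition below 50%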;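 note: plate controls were induced DMSO wells for no effect and uninduced yeast grown without galactose for full effect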
GRIN3A LBD mod: binders of NR3A ligand-binding domain, primary screen, biophysical, differential scanning fluorimetry, uHTS | 340,000 tested, 2.5% active | Tm shift relative to glycine control, % at 25 µM | NR3A LBD differential scanning fluorimetry, Tm shift; 0% = protein alone, 100% = glycine-bound protein | AID 1259313, 2017;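 active = melting temperature shift of at least 10% of the positive control shift, at one fixed dose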
tim23-1 inh: growth inhibitors of tim23-1 mutant yeast, primary screen, luminescence, uHTS. inhibition, % at 20 µM. S. cerevisiae tim23-1 growth, BacTiter-Glo luminescence, 24 h. 330,000 tested, 1.3% active;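 active = growth inhibition of the mutant yeast at or above 50%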;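 note: temperature-sensitive mutant grown at 25 °C; plate controls were DMSO-treated mutant yeast for no effect and medium wells lacking yeast for full effect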
beta cell repl: inducers of MIN6 beta-cell proliferation, primary screen, ATP luminescence, uHTS. AID 2380, 2010. MIN6 cells proliferation, ATPlite luminescence, 48 h; cells starved in 0.2% serum; 100% = growth in 10% serum. 330,000 tested, 0.29% active. proliferation, % at 10 µM;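 active = compounds whose signal lies at least 3.5 SD above the mean of all wells on their plate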;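 note: 0% = DMSO-treated cells in low-serum medium and 100% = 10% serum control; some compounds called inactive have numbers as strong as hits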
APJ antagonist: antagonists of human apelin receptor APJ, primary screen, CHO-K1 cells, beta-arrestin complementation, luminescence | inhibition, % at 20 µM | 330,000 tested, 0.32% active | AID 2521, 2010;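 active = inhibition above about 40% at 20 µM, limit read from the data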;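 note: cells challenged with 10 nM apelin-13 agonist together with compound; plate controls were apelin-13 plus DMSO wells for no effect and DMSO wells lacking apelin-13 for full effect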
Target sequence (P35414 whole entry, looked up): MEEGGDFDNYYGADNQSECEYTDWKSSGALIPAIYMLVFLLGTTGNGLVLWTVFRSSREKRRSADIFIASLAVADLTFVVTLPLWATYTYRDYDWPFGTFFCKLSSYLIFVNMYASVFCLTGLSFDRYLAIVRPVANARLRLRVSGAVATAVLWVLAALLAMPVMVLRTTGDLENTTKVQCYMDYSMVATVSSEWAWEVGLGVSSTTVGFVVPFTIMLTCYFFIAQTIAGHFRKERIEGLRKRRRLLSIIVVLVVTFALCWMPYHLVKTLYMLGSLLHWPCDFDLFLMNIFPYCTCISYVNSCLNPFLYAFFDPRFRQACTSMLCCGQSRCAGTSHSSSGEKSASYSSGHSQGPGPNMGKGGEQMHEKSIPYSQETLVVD
MPTP block: mitochondrial permeability transition pore inhibitors, primary screen, biochemical, isolated mouse mitochondria, absorbance; Ca2+ swelling absorbance, 30 min; inhibition, % at 10 µM; 360,000 tested, 1.4% active; AID 602449, 2012;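 active = inhibition of 50% or more, scaled per plate between neutral and stimulator controls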;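 note: 0% = DMSO wells given calcium and 100% = 1 mM EGTA wells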
TIM10 inh: growth inhibitors of isogenic TIM10 control yeast, primary screen, counter-screen for tim10-1 yeast inhibitor project, luminescence, uHTS; 330,000 tested, 1.4% active; AID 463195, 2010; inhibition, % at 10 µM; S. cerevisiae TIM10 strain growth, BacTiter-Glo luminescence, 24 h;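 active = inhibition of 40% or more at the single tested concentration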;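 note: wild-type TIM10 isogenic control strain grown at permissive 25 °C; 0% = DMSO yeast wells and 100% = minimal medium wells without yeast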
APJ ag: agonists of human apelin receptor APJ, primary screen, CHO-K1 cells, PathHunter beta-arrestin, luminescence | P35414 | 0% DMSO wells, 100% apelin | activation, % at 20 µM | 330,000 tested, 0.11% active;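 active = activation more than six SD over the plate average, tested at 20 µM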;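 note: 0% = DMSO alone and 100% = apelin-13 at 10 nM; some results filed as inactive read as strong as hits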
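Material: engineered CHO-K1 APJ arrestin reporter cells; amount: 1000 CHO-K1 reporter cells seeded per well; incubation: compound stimulation 90 min at 25 °C, detection 60 min; signal: luminescent beta-gal fragment complementation, chemiluminescent substrate; read-out basis: APJ agonist activity; controls: DMSO-only wells as negative, 10 nM Apelin-13 as positive control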
tim10-1 inh: growth inhibitors of tim10-1 mutant yeast, primary screen, luminescence, uHTS | 330,000 tested, 2.2% active | AID 463190, 2010 | inhibition, % at 20 µM | S. cerevisiae tim10-1 ts strain growth, BacTiter-Glo, 24 h;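 active = inhibition of at least 40%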;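 note: mutant grown at 25 °C; 0% = DMSO wells with yeast and 100% = wells holding no yeast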
The depositor's hits bear a star; nt = no result given. Only part of the results is shown (hit frequency here may not be typical).

SMILES	NLRP3 yeast inh	GRIN3A LBD mod	tim23-1 inh	beta cell repl	APJ antagonist	MPTP block	TIM10 inh	APJ ag	tim10-1 inh
COc1c(C)cc(C(=O)C2CCCN(Cc3cnc(C)s3)C2)cc1C (configuration not stated)	14	-1	-28	2	3	1.2	-3	2	7
C=CCn1c(O)c(C(CC)=NC(C)c2ccccc2)c(=O)[nH]c1=O (configuration not stated)	4	-1	12	2	1	4.7	14	-2	24
Cc1nc2ccc(P(=O)(O)O)cc2s1	16	nt	-6	-2	9	nt	22	-2	-5
O=C(O)c1cc[c]([Hg][Cl])cc1	11	1	4	-2	-4	16	-5	10	-12
COC(=O)C1=C(c2c(C)noc2C)C[C@@H]2CC[C@H]1N2C(=O)NCc1ccc(F)cc1	3	1	18	-4	10	-0.7	2	-3	-3
FC(F)(F)c1ccc(CNCCc2c[nH]c3ccccc23)cc1	21	2	2	-2	17	2.5	7	0	2
N#CC[N+]1(CCCNP2(=O)C=C(c3ccccc3)OC(c3ccccc3)=C2)CCOCC1	16	-1	8	-3	0	-0.8	1	1	9
c1ccc2c(CNC3CCCCCC3)c[nH]c2c1	-9	-1	24	-6	10	71*	7	8	28
O=C(/C=C/c1ccc(Br)cc1)NC(=S)N1C[C@H]2C[C@H](C1)c1cccc(=O)n1C2	3	0	1	-3	-35	0.4	4	-3	5
COc1ccccc1CCNC1CCC(C(C)(C)C)CC1 (configuration not stated)	17	-3	-7	-3	-10	28	-5	-7	23
Cc1cc(N2C(=O)C3CCCN3C2c2ccc(Cl)c(Cl)c2)no1 (configuration not stated)	19	0	14	-2	-18	-0.6	7	0	10
O=[N+]([O-])/C=C1/NCCN1Cc1ccc(Cl)nc1	12	-2	5	-1	2	0.2	2	-2	11
CC/C(=N\NC(=S)Nc1ccccc1)c1c(O)[nH]c(=O)[nH]c1=O	3	-2	10	2	2	1.6	-19	-2	3
CC(=O)Nc1ccccc1C(=O)OCC(=O)c1ccc2c(c1)OCCO2	6	1	3	0	-21	1.3	23	-2	6
Cc1ccc(S(=O)(=O)N(C)N=O)cc1	4	-3	-10	1	-5	-2.7	1	8	-4
O=C(c1ccc2c3c(cccc13)CC2)C1CCCN(CC2CC2)C1 (configuration not stated)	29	-3	3	-4	0	6.3	4	0	13
CNS(=O)(=O)c1ccc(-c2ccc(C=C3C(=O)NC(=O)NC3=O)o2)cc1	6	1	3	-2	3	-0.2	-4	6	-12
CC(=NCc1ccco1)c1c(O)n(-c2ccccc2C)c(=O)[nH]c1=O	11	-2	-3	-1	16	0.4	-1	-1	-10
c1ccc(C2NCc3ccccc3-n3cccc32)cc1 (configuration not stated)	21	-1	1	0	6	0.4	5	-3	16
Nc1c2c(nc3sc4c(c13)CCCC4)CCCC2	71*	-1	49	-3	-2	55*	48*	-3	24
COCCCn1c(N)c(C(=O)Nc2sc3c(c2C(=O)OC)CCCC3)c2nc3ccccc3nc21	-2	4	2	-2	-8	-0.2	16	-4	7
O=C(c1ccc(C(F)(F)F)cc1)C1CCCN(C2CCSCC2)C1 (configuration not stated)	26	0	-19	-3	-12	1.4	-61	3	-27
COc1ccccc1NC1(C#N)CCCCC1	3	8	1	3	-11	-1.2	3	-4	10
O=[N+]([O-])c1cc(F)c(N2CCCC2)cc1Br	67*	0	14	-5	4	22	3	-3	4
COC(=O)CC(NC(=S)N1CC2C[C@@H](C1)Cn1c2cccc1=O)C(=O)OC (some centres not stated)	1	0	8	0	2	0.4	7	-1	0
CC1=NN(c2ccccc2)C(=O)C1/C=C1\C(=O)NC(=O)N(c2ccc(C)c(C)c2)C1=O (configuration not stated)	17	-7	6	-1	29	-0.1	16	-4	-1
Cc1ccc(C(=O)C2CN3CCC2CC3)cc1 (configuration not stated)	0	0	-1	-2	11	-4.6	0	-2	1
O=P1(Oc2ccccc2)CC=C[C@H](COCc2ccccc2)O1 (some centres not stated)	13	0	10	1	6	-0.5	0	3	2
CCC(C)n1c(O)c(C=NCCN2CCOCC2)c(=O)[nH]c1=S (configuration not stated)	27	0	-9	-1	4	0.9	9	-2	11
O=C(NCC(c1cccnc1)N1CCN(c2ccc(F)cc2)CC1)Oc1ccccc1 (configuration not stated)	22	1	16	-2	10	2.1	28	-2	30
COc1ccc(C[C@H]2NC[C@H](O)[C@H]2OC(C)=O)cc1	98*	-2	36	-8	8	-0.5	75*	-5	73*
COc1cc(CC(=O)N2C[C@H]3C[C@@H](C2)c2cccc(=O)n2C3)cc(OC)c1OC	2	-1	3	4	-4	-0.3	2	-1	4
COC(=O)C1=C(c2ccc(-c3ccccc3)c(F)c2)C[C@@H]2CC[C@H]1N2C(=O)NC1CCCCC1	14	1	24	-7	23	0.2	15	-3	13
CC1CC(C)CN(CC(=O)c2ccc(OC(F)F)cc2)C1 (configuration not stated)	10	-2	2	1	25	2.9	-8	-4	16
COc1ccc(-n2c(SC)nc3ccccc3c2=O)cc1	26	0	21	-5	25	-5.3	-18	-3	1
Cc1ccc(-c2nn(Cc3ccccc3)cc2C=O)cc1	29	-1	57*	-4	-6	23	27	-2	18
O=c1[nH]c(O)c(C=NC2CCN(Cc3ccccc3)CC2)c(=O)[nH]1	13	0	12	-2	15	0.4	-2	-1	9
CCN(CC)C(=O)c1ccc(NC(=O)c2cc(S(=O)(=O)N3CCCCCC3)ccc2OC)cc1	9	nt	-5	-4	-4	-2.5	4	-2	4
CC12CCC3C(CC=C4CC(O)CCC43C)C1C/C(=C\c1cccc(F)c1)C2=O (configuration not stated)	13	5	0	0	13	-0.3	-6	5	5
Cc1cccc2c(CCN)c[nH]c12	14	-2	11	-2	-13	5.7	-10	-1	1

4 of these compounds in a different format:
smiles,NLRP3 yeast inh,GRIN3A LBD mod,tim23-1 inh,beta cell repl,APJ antagonist,MPTP block,TIM10 inh,APJ ag,tim10-1 inh
COC(=O)C1=C(c2ccc(-c3ccccc3)c(F)c2)C[C@@H]2CC[C@H]1N2C(=O)NC1CCCCC1,14,1,24,-7,23,0.2,15,-3,13
COc1ccc(C[C@H]2NC[C@H](O)[C@H]2OC(C)=O)cc1,98*,-2,36,-8,8,-0.5,75*,-5,73*
O=C(c1ccc(C(F)(F)F)cc1)C1CCCN(C2CCSCC2)C1 (configuration not stated),26,0,-19,-3,-12,1.4,-61,3,-27
COCCCn1c(N)c(C(=O)Nc2sc3c(c2C(=O)OC)CCCC3)c2nc3ccccc3nc21,-2,4,2,-2,-8,-0.2,16,-4,7

The list goes on.
SMILES	NLRP3 yeast inh	GRIN3A LBD mod	tim23-1 inh	beta cell repl	APJ antagonist	MPTP block	TIM10 inh	APJ ag	tim10-1 inh
COC(=O)C1C2CC[C@@H](CC1OC(=O)c1ccccc1)N2 (some centres not stated)	0	1	-11	-3	7	-0.3	8	-2	1
CCN(CC)C(=O)Cn1cc(C=C2C(=O)N(C)C(=O)N(C)C2=O)c2ccccc21	9	0	1	-1	-1	2.3	-2	-2	3
C#C[C@@]1(O)CCC2C3CCC4=C/C(=N/OCC(=O)NC(CCC(N)=O)C(=O)O)CC[C@]4(C)C3CC[C@@]21C (some centres not stated)	16	3	-1	-4	11	1.8	-5	-3	22
C=C1C[C@]2(O)[C@@]3(C)CCC(=O)C(C)(C)C3=C(O)C(=O)[C@@]2(C)[C@@H]2C(=O)O[C@@](C)(C(=O)OC)C(=O)[C@@]12C	3	-2	-5	0	-63	-2.3	-5	1	-12
Cc1cccc(-n2c(CN3C(=O)c4ccccc4C3=O)nc3ccccc3c2=O)n1	6	0	1	-2	4	-0.6	-5	0	9
O=C1OC(c2ccc(Br)cc2)=N/C1=C\N1CC2CC(C1)c1cccc(=O)n1C2 (configuration not stated)	2	2	12	0	-6	1.9	-1	-3	-10
COCCNP(=O)(c1ccccc1)c1nc2ccccc2s1 (configuration not stated)	-14	nt	17	-1	13	nt	-6	-3	6
OCCOCC#CCN1CCOCC1	9	0	1	2	-5	9.9	0	-4	3
CCOc1cc(/C=C2\C(=O)NC(=O)N(C)C2=O)cc([N+](=O)[O-])c1O	-58	2	20	-3	-12	0.2	-1	-3	-3
CC(=O)O[C@H]1CC[C@@]2(C)C(=CC[C@@H]3[C@@H]2CC[C@]2(C)C(=O)CC[C@@H]32)C1	58*	-1	7	2	-2	0.8	-125	6	-31
CCOC(=O)N(CC)c1ccc(C(O)(C(=O)OC)C(F)(F)F)cc1 (configuration not stated)	7	-1	9	-2	0	0.1	-16	0	9
COc1ccc(N=C(C)c2c(O)[nH]c(=O)[nH]c2=O)cc1	14	-5	11	-1	8	-0.1	8	-3	2
c1ccc(CCNCc2cccs2)cc1	0	7	-1	-1	-7	-0.3	-5	-3	-13
Cc1cccc(-n2c(O)c(/C=C3/C(c4ccccc4)=Nc4ccccc43)c(=O)[nH]c2=O)c1	41	-3	-1	-2	19	24	-22	0	-50
FCCN(CCF)c1cccc(Cl)c1	3	4	-2	1	6	nt	-10	-4	-1
CC(NC(C)(C)C)C(=O)c1cccc(Cl)c1 (configuration not stated)	15	1	-6	-1	9	-1.5	-1	-6	2
O=C(O)C1C2CC3CC(C2)CC1(n1ncc(N2CCC4(CC2)OCCO4)c(Cl)c1=O)C3 (configuration not stated)	5	0	8	-3	6	-0.8	-4	-4	6
CC(C)Oc1cccc(NC(=O)c2cccn(Cc3ccc4c(c3)OC(F)(F)O4)c2=O)c1	1	7	7	-6	-8	16	26	0	33
CCN(CC)P(=S)(c1c(C)nc2ccccn12)c1c(C)nc2ccccn12	17	3	28	-2	7	-4.5	7	-3	-8
CN(C)CC1CCCCC1=O (configuration not stated)	16	0	-14	1	-6	0.9	-12	2	-18
COc1c(C)cc(C(=O)C2CCCN(Cc3cccc(C)n3)C2)cc1C (configuration not stated)	27	2	6	1	12	-1.1	6	-3	29
COc1ccc(CCN(C)Cc2ccncc2)cc1OC	11	0	17	1	15	-0.8	-6	1	1
COCc1c(CN)cnc(C)c1N	38	-3	-6	-3	26	-0.3	-2	5	-16
COc1ccc(-n2c(-c3ccccc3[N+](=O)[O-])nc3ccccc3c2=O)cc1	-2	-4	30	5	-13	-0.7	-1	-4	37
OC12CCCCC1C(c1ccccc1)NCC2 (configuration not stated)	4	2	3	-1	-13	1.4	-19	-4	-22
CC/C(=N\Nc1ccccc1)c1c(O)n(-c2ccccc2)c(=O)[nH]c1=O	18	2	23	-2	-8	1.3	-1	2	-49
COCCN1C(=O)/C(=C/c2c(OC)cc(OC)cc2OC)C(=O)N(c2ccccc2)C1=O	-1	-2	21	-2	-1	44	2	-2	2
CCC(=O)N1CC(=O)Nc2ccc(Cl)cc2C1c1ccc(F)cc1 (configuration not stated)	4	-1	10	2	4	3.5	3	2	12
CN1CCC(O)(c2ccccc2)C(C(=O)c2ccccc2)C1 (configuration not stated)	5	-3	22	-3	14	55*	15	-1	20
O=c1[nH]c(=S)n(-c2ccccc2)c(O)c1/C=N/N1CCCCC1c1cccnc1 (configuration not stated)	9	-1	22	-3	2	2.0	8	-1	14

Screens deposited in PubChem by Sanford-Burnham Center for Chemical Genomics.
